TbPYK inhibitor: blocks Trypanosoma brucei pyruvate kinase; Potency, µM (top dose mostly 76.8 µM), for the others: at the top dose activity, negative = inhibition, usual class: inhibitors; TbPYK enzyme, Kinase-Glo Plus ATP luminescence, 45 min; Q57TT1; hit rate 0.12% among 410,000; note: nearly all actives have a fitted effect of over 50% in size
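Assay buffer: 50 mM TEA pH 7.2, 100 mM KCl, 10 mM MgCl2, 0.05% BSA, 0.01% Tween-20. Pyruvate kinase from T. brucei plus substrate met compound, then ADP (130 uM final). Luminescence was read post 45 min RT.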
Sm TGR block: inhibitors of Schistosoma mansoni thioredoxin glutathione reductase | Q962Y6 | purified TGR, DTNB reduction, TNB absorbance 405 nm | Potency, µM (top dose mostly 114 µM), for the others: top-dose activity change, negative = inhibition, most hits filed as inhibitors | hit rate 3% among 360,000; note: nearly all actives have a fitted effect of over 60% in size
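First, TGR (20 nM dispensed) and NADPH were mixed with compound. Second, a 15 min room-temperature incubation followed. Third, further NADPH and then DTNB were added to start the reaction. Finally, TNB absorbance was monitored kinetically.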
HCV inh: HCV inhibition | Huh7.5.1 HCVcc-Cre infection, luciferase reporter, 44 h | Potency, µM (top dose mostly 41.8 µM), for inactives: at the top dose activity change, negative = inhibition, usual class: inhibitors | hit rate 3.4% among 340,000
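Cells seeded at 1,000/well and cultured 4 h, then compounds added followed by HCVcc-Cre virus (~0.5 moi). After 44 h further culture, luciferase substrate was added, plates held 15 min at room temperature, and luminescence read for 15 sec.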
Pf growth 48h: inhibits P. falciparum growth in the first generation, 48 h; Potency, µM (doses to about 28.7 µM), inactives show at the highest dose activity change, negative = inhibition, most hits filed as inhibitors; P. falciparum luciferase growth in erythrocytes, 48 h; hit rate 5.9% among 310,000
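Luciferase-expressing P. falciparum in infected erythrocytes (2% hematocrit, 0.1% parasitemia final) in RPMI 1640/0.5% Albumax were exposed to compound for 48 hours at 37 C, 5% CO2; growth read as luminescence.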
Pf growth 96h: P. falciparum growth inhibition at 96 hours | P. falciparum luciferase reporter growth, 96 h | Potency, µM (highest dose often 28.7 µM), without a hit: at the top dose activity change, negative = inhibition, hits mostly inhibitors | hit rate 6.9% among 320,000
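P. falciparum expressing integrated firefly luciferase, in erythrocytes at 2% hematocrit, 0.05% parasitemia, incubated with compounds 96 h at 37 C, 5% CO2. Growth inhibition read as loss of luminescence; two-generation exposure targets delayed-death apicoplast inhibitors.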
LmPK inhibitor: blocks Leishmania mexicana pyruvate kinase activity; hit rate 0.37% among 290,000; AID 1721; purified LmPK, Kinase-Glo ATP luminescence, 1 h; Potency, µM (top dose mostly 57.5 µM), for inactives: at the highest dose activity change, negative = inhibition, most hits filed as inhibitors; Q27686
Target sequence (Q27686 whole entry, looked up): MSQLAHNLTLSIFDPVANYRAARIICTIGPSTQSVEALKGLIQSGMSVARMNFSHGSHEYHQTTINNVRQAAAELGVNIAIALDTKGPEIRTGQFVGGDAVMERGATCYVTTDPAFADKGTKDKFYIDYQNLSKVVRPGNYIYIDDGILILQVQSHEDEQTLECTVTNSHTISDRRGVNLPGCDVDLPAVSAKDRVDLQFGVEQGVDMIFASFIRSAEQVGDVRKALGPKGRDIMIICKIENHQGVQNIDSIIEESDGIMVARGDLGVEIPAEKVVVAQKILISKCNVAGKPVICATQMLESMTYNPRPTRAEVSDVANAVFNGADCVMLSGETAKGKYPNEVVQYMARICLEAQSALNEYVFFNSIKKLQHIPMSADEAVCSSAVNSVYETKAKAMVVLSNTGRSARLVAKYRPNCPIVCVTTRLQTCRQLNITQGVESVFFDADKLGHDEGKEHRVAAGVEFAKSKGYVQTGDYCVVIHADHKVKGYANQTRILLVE
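In 50 mM imidazole pH 7.2 with 7 mM MgCl2, LmPK (0.1 nM) turned over PEP (0.5 mM) and ADP (0.1 mM) for 1 h at room temperature. Luciferase read-out of ATP.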
* hit, by the source's call; & = joins results of further samples; [ ] = dose if it differs, or a comment. Calls come from the whole dose curve; as a rule, active = well fitted curve in the direction sought with a large enough effect; inconclusive = small, poorly fitted or top-dose-only effect, or another doubt; inactive = no such curve, though single readings can be large; an effect the other way counts as inactive or inconclusive. % is set by controls: 0 for no effect and ±100 for the full control effect; potency is the fitted concentration of half-maximal effect. Rows were taken by chance; 16% or so of the library scored in one or more.

For CC(C)(C)NC(=O)C(c1cccs1)N(C(=O)c1csnn1)c1ccccc1F (stereo not given) the results were TbPYK inhibitor 1%, HCV inh -1%, Pf growth 48h -10%, Pf growth 96h inconclusive and LmPK inhibitor 0%.
COc1ccccc1NC(=O)CSc1ncc(CO)n1Cc1ccc(F)cc1 was read as TbPYK inhibitor -24%&-4%, Sm TGR block -3%&-1%, HCV inh inconclusive, Pf growth 48h -1%, Pf growth 96h inconclusive and LmPK inhibitor -3%.
`O=C1CC2(CCN(C(=O)c3cccc(Cl)c3)CC2)Oc2ccccc21` gave TbPYK inhibitor -1%, Sm TGR block 7%, HCV inh 17%, Pf growth 48h inconclusive and Pf growth 96h inconclusive.
COc1ccc(C(C)=O)cc1CN1C(=O)NC(c2ccccc2)(c2ccccc2)C1=O was read as TbPYK inhibitor 1%, Sm TGR block 4%, HCV inh -5%, Pf growth 48h inconclusive, Pf growth 96h inconclusive and LmPK inhibitor 4%.
For CCCCn1c(N)c(N(CC)C(=O)c2cnc(C)cn2)c(=O)[nH]c1=O the results were TbPYK inhibitor 0%, Sm TGR block 0%, HCV inh 6%, Pf growth 48h inconclusive and Pf growth 96h 13%.
Screening Cc1cc(NS(=O)(=O)c2ccc(NC(=S)NC(=O)c3ccc(F)cc3Cl)cc2)no1 returned TbPYK inhibitor -2%, Sm TGR block -27%, HCV inh 13%, Pf growth 48h -6%, Pf growth 96h 9% and LmPK inhibitor 0%.
For Cc1ccc(Sc2ncnc3onc(C)c23)cc1 the results were TbPYK inhibitor -2%, Sm TGR block -23%, HCV inh -16%, Pf growth 48h inconclusive, Pf growth 96h inconclusive and LmPK inhibitor 0%.
Screening C=CCN(CC=C)CCCOc1ccc(C)cc1OC returned TbPYK inhibitor -5%, Sm TGR block -30%, HCV inh 0%, Pf growth 48h 3%, Pf growth 96h inconclusive and LmPK inhibitor -1%.
Screening CSc1ccc(C(=O)C2CCCN(C(=O)c3cc4cc(F)ccc4[nH]3)C2)cc1 (stereo not given) returned TbPYK inhibitor -1%, Sm TGR block 34%, HCV inh inconclusive, Pf growth 48h 24%, Pf growth 96h -3% and LmPK inhibitor 7%.
For COC(=O)Cn1cnc2sc(C)c(S(=O)(=O)N3CCN(c4ccccc4OC)CC3)c2c1=O the results were TbPYK inhibitor 3%, Sm TGR block 11%, HCV inh 17%&4%, Pf growth 48h -1%, Pf growth 96h inconclusive and LmPK inhibitor 1%.
`NC(=O)/C(N=Nc1ccccc1)=N/Nc1ccccc1` gave TbPYK inhibitor 3%, Sm TGR block -19%, HCV inh 17%, Pf growth 48h -15% and Pf growth 96h inconclusive.
COc1ccc(/C=N/c2c(-c3ccco3)nc3ccccn23)cc1OC was read as TbPYK inhibitor inconclusive, Sm TGR block inconclusive, HCV inh 23%, Pf growth 48h inconclusive and LmPK inhibitor inconclusive.
Screening O=C(Nc1ccc2nn(-c3ccccc3)nc2c1)c1ccc(Br)o1 returned TbPYK inhibitor -2%, Sm TGR block -9%, HCV inh inconclusive, Pf growth 48h inconclusive, Pf growth 96h 64%[activator] and LmPK inhibitor 1%.
For CSCCC1(C(=O)O)NC(c2ccccc2O)C2C(=O)N(C(C)C)C(=O)C21 (stereo not given) the results were TbPYK inhibitor -5%, Sm TGR block 0%, HCV inh 22%, Pf growth 96h 33%[activator] and LmPK inhibitor 11%.
Screening CCCCC1(C)OC(=O)C(=Cc2ccc(N(CC)CC)cc2)C(=O)O1 (stereo not given) returned TbPYK inhibitor -13%, Sm TGR block 5%, HCV inh 20%, Pf growth 48h inconclusive, Pf growth 96h -27% and LmPK inhibitor 3%.
Screening Cc1ccc(CNC(=O)CCNC(=O)N2CCn3c2nc2ccccc23)cc1 returned TbPYK inhibitor 0%, Sm TGR block 1%, HCV inh -2%, Pf growth 48h 9%, Pf growth 96h 12% and LmPK inhibitor 4%.
For CCCCNC(=O)c1cc2cccc([N+](=O)[O-])c2[nH]1 the results were TbPYK inhibitor -5%, Sm TGR block 1%, HCV inh inconclusive, Pf growth 48h 2.6µM*, Pf growth 96h inconclusive and LmPK inhibitor -1%.
`Cc1noc(C)c1COC(=O)CCC(=O)c1ccc(F)cc1` gave TbPYK inhibitor 0%, Sm TGR block -27%, HCV inh 1%, Pf growth 48h 4%, Pf growth 96h 157%[activator] and LmPK inhibitor 0%.
Screening CCCN(CCC)C(=O)Cn1c(=O)n(CCCCC(=O)NCc2ccco2)c(=O)c2ccccc21 returned TbPYK inhibitor 0%, Sm TGR block -8%, HCV inh 12%, Pf growth 96h 12µM* and LmPK inhibitor -1%.
CCOC(=O)c1c(S(=O)(=O)NCC(=O)Nc2cccc(C)n2)c(C)n(C)c1C was read as TbPYK inhibitor -3%, Sm TGR block 1%, HCV inh 12%, Pf growth 48h -9%, Pf growth 96h 0% and LmPK inhibitor 1%.

Three compounds out of the list, sorted by heavy-atom count, largest number first.
Screening CCCN(CCC)C(=O)Cn1c(=O)n(CCCCC(=O)NCc2ccco2)c(=O)c2ccccc21 returned TbPYK inhibitor 0%, Sm TGR block -8%, HCV inh 12%, Pf growth 96h 12µM* and LmPK inhibitor -1%.
For CCCCn1c(N)c(N(CC)C(=O)c2cnc(C)cn2)c(=O)[nH]c1=O the results were TbPYK inhibitor 0%, Sm TGR block 0%, HCV inh 6%, Pf growth 48h inconclusive and Pf growth 96h 13%.
Screening O=C(Nc1ccc2nn(-c3ccccc3)nc2c1)c1ccc(Br)o1 returned TbPYK inhibitor -2%, Sm TGR block -9%, HCV inh inconclusive, Pf growth 48h inconclusive, Pf growth 96h 64%[activator] and LmPK inhibitor 1%.

Other compounds.
Screening Cc1cccc([N+](=O)[O-])c1C(=O)O returned TbPYK inhibitor 1%, Sm TGR block -13%, HCV inh 1%, Pf growth 48h 37%[activator] and Pf growth 96h 61%[activator].
`O=C(Cn1c(=O)n(CCCC(=O)NC2CCCC2)c(=O)c2ccccc21)NCCC1=CCCCC1` gave TbPYK inhibitor -6%, Sm TGR block 5%, HCV inh 9%&-28%, Pf growth 48h 12%, Pf growth 96h inconclusive and LmPK inhibitor 3%.
Screening Cc1ccc(C)c(NC(=O)CN(C)C(=O)C2CCN(C(=O)Nc3ccccc3)CC2)c1 returned TbPYK inhibitor -4%, Sm TGR block 4%, HCV inh 3%, Pf growth 48h -8% and Pf growth 96h 1%.
Screening O=C(O)CCC(=O)N1CCN(c2nc3ccccc3s2)CC1 returned TbPYK inhibitor -9%, Sm TGR block 37%[activator], HCV inh -20%, Pf growth 48h 18% and LmPK inhibitor -21%.
For CC(C)C(NC(=O)Cc1ccccc1)C(=O)N1CCN(c2cccc(Cl)c2)CC1 (stereo not given) the results were TbPYK inhibitor -3%, Sm TGR block 0%, HCV inh 11µM*, Pf growth 48h inconclusive and Pf growth 96h inconclusive.
CCNC(=O)c1ccc(NC(=O)CC2SC(N3CCCC3)=NC2=O)cc1 (stereo not given) was read as TbPYK inhibitor -2%, Sm TGR block -4%, HCV inh -2%, Pf growth 48h -10% and Pf growth 96h -14%.
CCCC(=O)N1CCCC(c2nc(-c3cccc(OC)c3)no2)C1 (stereo not given) was read as TbPYK inhibitor -4%, HCV inh -29%, Pf growth 48h -12%, Pf growth 96h -26% and LmPK inhibitor -17%.
COc1cc(-c2[nH]nc3c2C(c2ccco2)C(C#N)=C(N)O3)cc(OC)c1OC (stereo not given) was read as TbPYK inhibitor 1%, Sm TGR block -7%, HCV inh 6%, Pf growth 48h inconclusive, Pf growth 96h inconclusive and LmPK inhibitor 4%.
O=C(NC1CCCC1)c1ccc(Cl)c(S(=O)(=O)N2CCOCC2)c1 was read as TbPYK inhibitor 1%, Sm TGR block -2%, HCV inh -10%, Pf growth 48h 4.7µM*, Pf growth 96h 9% and LmPK inhibitor -4%.
`O=C(O)CC1(CC(=O)Nc2cccc(C(F)(F)F)c2)CCCC1` gave TbPYK inhibitor -9%, Sm TGR block 11%, HCV inh 18%, Pf growth 48h 11%, Pf growth 96h 24% and LmPK inhibitor 5%.
CC(=O)Oc1c(-c2ccco2)oc2ccccc2c1=O was read as TbPYK inhibitor 1%, Sm TGR block 0%, HCV inh inconclusive, Pf growth 48h 9%, Pf growth 96h 22% and LmPK inhibitor -1%.
For O=C(NCc1ccccc1)c1ccc2c(=O)n(CC3CCCO3)c(=S)[nH]c2c1 (stereo not given) the results were TbPYK inhibitor 1%, Sm TGR block 7%, HCV inh inconclusive, Pf growth 48h -18%, Pf growth 96h 0% and LmPK inhibitor 8%.
`CCSc1nnc2ccc(-c3ccc(OC)c(OC)c3)nn12` gave TbPYK inhibitor -19%, Sm TGR block 1%, HCV inh -7%, Pf growth 48h -22%, Pf growth 96h 35% and LmPK inhibitor 6%.
Cc1ccc(CN2CCCC(C(=O)c3cccc(C(F)(F)F)c3)C2)o1 (stereo not given) was read as TbPYK inhibitor -3%, Sm TGR block inconclusive, HCV inh inconclusive, Pf growth 48h -4%, Pf growth 96h -19% and LmPK inhibitor -2%.
For O=C(CCNS(=O)(=O)c1ccc(Br)s1)NCc1ccc2c(c1)OCO2 the results were TbPYK inhibitor 0%, Sm TGR block 6%, HCV inh 6%, Pf growth 48h 3%, Pf growth 96h 8% and LmPK inhibitor -5%.
`Brc1cnc(N2CCCC2)nc1N1CCOCC1` gave TbPYK inhibitor 2%, Sm TGR block 0%, HCV inh 22µM*, Pf growth 48h 4%, Pf growth 96h -16% and LmPK inhibitor -9%.
Clc1cccc(N/N=C(\Cc2nc3ccccc3[nH]2)c2ccccc2)c1 was read as TbPYK inhibitor 3%, Sm TGR block -8%, HCV inh inconclusive, Pf growth 48h 12µM*, Pf growth 96h 4.1µM* and LmPK inhibitor 2%.
COc1ccc(C(=O)N/C(=C\c2ccc(OC)c(OC)c2)C(=O)N2CCCCC2)cc1 was read as TbPYK inhibitor 3%, Sm TGR block -1%, HCV inh -3%, Pf growth 48h -15%, Pf growth 96h 0% and LmPK inhibitor -2%.
Screening Cc1cc(C)cc(OCC(=O)Nc2nc3ccc([N+](=O)[O-])cc3s2)c1 returned TbPYK inhibitor 4%, Sm TGR block 3%, HCV inh -3%, Pf growth 48h 36%[activator], Pf growth 96h 75%[activator] and LmPK inhibitor 9%.
For COc1ccc(NC(=O)COC(=O)COc2cccc3c2OC(C)(C)C3)cc1 the results were TbPYK inhibitor 0%, Sm TGR block 2%, HCV inh 16%, Pf growth 48h -15% and Pf growth 96h 2%.
For Cc1ccc2c(c1)COc1c3ccc(C(=O)NCCO)cc3nn1-2 the results were TbPYK inhibitor -6%, Sm TGR block 7%, HCV inh -21%, Pf growth 48h 279%[activator], Pf growth 96h 16% and LmPK inhibitor -8%.
Screening CCC(=O)NC(=S)NNC(=O)c1ccc(O)cc1 returned TbPYK inhibitor -6%, Sm TGR block -2%, HCV inh 0%, Pf growth 48h 13%, Pf growth 96h -23% and LmPK inhibitor 4%.
Screening Cc1cccc(N2CCC(NCc3c(C(=O)N4CCCCC4)nc4c(C)cccn34)CC2)c1 returned TbPYK inhibitor -9%, HCV inh -14%, Pf growth 48h inconclusive, Pf growth 96h -5% and LmPK inhibitor 1%.

Compounds listed so far containing bromine, in the order listed:
Screening O=C(Nc1ccc2nn(-c3ccccc3)nc2c1)c1ccc(Br)o1 returned TbPYK inhibitor -2%, Sm TGR block -9%, HCV inh inconclusive, Pf growth 48h inconclusive, Pf growth 96h 64%[activator] and LmPK inhibitor 1%.
For O=C(CCNS(=O)(=O)c1ccc(Br)s1)NCc1ccc2c(c1)OCO2 the results were TbPYK inhibitor 0%, Sm TGR block 6%, HCV inh 6%, Pf growth 48h 3%, Pf growth 96h 8% and LmPK inhibitor -5%.
`Brc1cnc(N2CCCC2)nc1N1CCOCC1` gave TbPYK inhibitor 2%, Sm TGR block 0%, HCV inh 22µM*, Pf growth 48h 4%, Pf growth 96h -16% and LmPK inhibitor -9%.
